Luciferase inh: inhibitors of firefly (Photinus pyralis) luciferase. 76,000 compounds, 2.5% hits. purified P. pyralis luciferase, luminescence, biochemical. Potency, µM (doses to about 115 µM), without a hit: top-dose activity change, negative = inhibition, usual class: inhibitors; also: potency is read from the fitted curve at half-maximal effect; nearly all actives have a fitted effect of over 65% in size
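Purified 10nM P. pyralis luciferase with 10uM D-luciferin and 10uM ATP in 50mM Tris acetate pH 7.5, 10mM Mg acetate, 0.01% Tween-20, 0.05% BSA. qHTS titration; luminescence read by CCD imager.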
HEK293 tox: HEK 293 cell cytotoxicity. HEK 293 viability, ATP luminescence (CellTiter-Glo), 48-72 h. Potency, µM (doses to about 115 µM), for inactives: at the top dose activity change, negative = cytotoxicity, hits mostly inhibitors. 94,000 compounds, 6.6% hits; also: potency is read from the fitted curve at half-maximal effect; nearly all actives have a fitted effect of over 60% in size
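Viability of HEK 293 cells, plated at 250 cells/well, was judged by cellular ATP after compound treatment for 48 or 72 hr. Luminescence was imaged 10 min after CellTiter-Glo addition at room temperature.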
GPT2 inh: inhibitors of human GPT2 alanine aminotransferase | Q8TD30 | Recombinant GPT2, coupled pyruvate oxidase/HRP Amplex Red fluorescence | Potency, µM (highest dose often 57.7 µM), inactives show at the top dose activity change, negative = inhibition, usual class: inhibitors | 100,000 compounds, 0.25% hits | AID 1671188; also: potency is read from the fitted curve at half-maximal effect; nearly all actives have a fitted effect of over 60% in size; many of its hits are not listed in these tables
Target sequence (Q8TD30 whole entry, looked up): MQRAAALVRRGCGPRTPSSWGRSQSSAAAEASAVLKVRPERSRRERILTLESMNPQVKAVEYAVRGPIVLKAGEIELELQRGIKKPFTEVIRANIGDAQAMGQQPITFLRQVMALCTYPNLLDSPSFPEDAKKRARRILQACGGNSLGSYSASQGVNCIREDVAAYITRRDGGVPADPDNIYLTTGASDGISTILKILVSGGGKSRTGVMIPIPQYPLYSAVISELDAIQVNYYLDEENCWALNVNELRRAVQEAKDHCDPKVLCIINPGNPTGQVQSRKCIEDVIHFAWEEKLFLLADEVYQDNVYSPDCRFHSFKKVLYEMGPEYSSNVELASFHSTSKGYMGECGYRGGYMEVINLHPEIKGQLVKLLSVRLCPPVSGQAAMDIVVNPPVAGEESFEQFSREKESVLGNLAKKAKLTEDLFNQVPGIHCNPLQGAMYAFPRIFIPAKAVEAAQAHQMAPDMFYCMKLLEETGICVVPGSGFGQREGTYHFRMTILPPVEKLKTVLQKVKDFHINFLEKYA
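Recombinant GPT2 (10ng/uL) with 250uM a-KG and 2mM L-alanine, 30 min at room temperature, in HEPES pH 7.5 buffer. Pyruvate detected by pyruvate oxidase/HRP/Amplex Red fluorescence after 30 min in the dark; AOA (50uM) as positive control.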
IP6K1 inhibitor: inhibitors of human IP6K1. IP6K1 kinase, ADP-Glo luminescence, 2 h; active compounds read low. Q92551. activity change, % (series mostly up to about 58 µM). 140,000 compounds, 0.81% hits; in the data active = activity change below about -25%
Target sequence (Q92551 whole entry, looked up): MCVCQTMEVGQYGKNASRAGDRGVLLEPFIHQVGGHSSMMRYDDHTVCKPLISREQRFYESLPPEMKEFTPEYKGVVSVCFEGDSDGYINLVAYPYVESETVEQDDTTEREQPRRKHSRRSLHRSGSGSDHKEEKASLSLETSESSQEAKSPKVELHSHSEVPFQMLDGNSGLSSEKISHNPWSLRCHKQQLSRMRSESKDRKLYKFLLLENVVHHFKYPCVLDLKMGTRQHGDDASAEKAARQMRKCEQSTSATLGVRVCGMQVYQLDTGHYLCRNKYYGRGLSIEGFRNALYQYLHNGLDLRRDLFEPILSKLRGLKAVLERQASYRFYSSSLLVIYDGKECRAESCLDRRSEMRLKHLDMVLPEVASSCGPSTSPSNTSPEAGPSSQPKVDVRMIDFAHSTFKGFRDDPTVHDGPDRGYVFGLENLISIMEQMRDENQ
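ADP-Glo luminescence measures ADP made by human IP6K1 during a 2 h RT reaction with ATP/IP6 (mix at 1.3 mM/130 uM); top library doses 57.5 and 19.1 uM final.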
SNCA expr inhib: SNCA gene expression inhibition; 140,000 compounds, 0.17% hits; HEK-293 SNCA-luciferase knock-in, luminescence, 24 h; Potency, µM (titrated, usually from 57.2 µM), without a hit: at the top dose activity change, negative = inhibition, usual class: inhibitors;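 also: potency is read from the fitted curve at half-maximal effect; plate controls were DMSO cells for no effect and cell-free wells for full effect; nearly all actives have a fitted effect of over 45% in size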
SNCA viab count: reduces viability of HEK-293 SNCA reporter cells. HEK-293-SNCA-luc viability, GF-AFC fluorescence, 24 h. Potency, µM (highest dose often 57.1 µM), for inactives: top-dose activity change, negative = cytotoxicity, most hits filed as cytotoxic. 150,000 compounds, 0.12% hits. AID 1671193;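 also: potency is read from the fitted curve at half-maximal effect; 0% = DMSO-treated cells and -100% = medium-only wells without cells; nearly all actives have a fitted effect of over 30% in size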
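HEK-293-SNCA-luc cells (1500/well) plated 24 h, then exposed 24 h to a dilution series; GF-AFC added 30 min at 37C, fluorescence 405/540 nm; normalised to medium-only and DMSO wells, Hill fit.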
3T3 cytotox: cytotoxic compounds in NIH 3T3 cells | NIH 3T3 viability, CellTiter-Glo ATP luminescence, 48-72 h | Potency, µM (top dose mostly 96.7 µM), for the others: at the top dose activity change, negative = cytotoxicity, hits mostly inhibitors | 94,000 compounds, 4.3% hits | AID 1345082; also: potency is read from the fitted curve at half-maximal effect; nearly all actives have a fitted effect of over 55% in size
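Cells were seeded at 400 per well, treated with pin-transferred compound, and kept 48 or 72 hr at 37 °C before CellTiter-Glo addition and luminescence imaging of cellular ATP.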
Active calls of the source: *; i = inactive; ? = inconclusive; nt = no result given; [ ] = remark or other dose. Unless noted, calls follow the shape of the dose curve; as a rule, active = well fitted curve in the direction sought with a large enough effect; inconclusive = small, poorly fitted or top-dose-only effect, or another doubt; inactive = no such curve, though single readings can be large; an effect the other way counts as inactive or inconclusive. Unless noted, % is scaled to controls: 0 for no effect and ±100 for the full control effect. Not all compounds are listed. The share of hits here may be higher or lower than overall.

no. | canonical_smiles | Luciferase inh | HEK293 tox | GPT2 inh | IP6K1 inhibitor
1 | CC(C)c1noc(C2CCCN(C(=O)NCCc3ccccc3)CCC(=O)NCC2)n1 (stereo not drawn) | 7% | -6% | i | 28
2 | O=C(N1CCC[C@H]1c1nc(-c2ccccc2Cl)no1)C1(c2ccccc2)CC1 | 22µM* | ? | 1% | 19
3 | Brc1cccc(-c2nn(-c3ccccc3)c3c2cnc2cc4c(cc23)OCO4)c1 | nt | nt | nt | -9
4 | Cc1ccc(CS(=O)(=O)c2ncc(Cl)c(C(=O)Nc3nc4ccc(C)cc4s3)n2)cc1 | nt | nt | nt | -13
5 | COc1cccc(-n2cc(C(=O)OCc3ccc(F)c(F)c3)c3ccccc3c2=O)c1 | nt | nt | nt | -2
6 | CC(C)(C)C1CCC2(CC1)NC(=O)N(CC(=O)NCc1ccccc1)C2=O (stereo not drawn) | -1% | ? | i | 7
7 | CC1(C)CC[C@]2(C(=O)O[C@@H]3O[C@H](CO[C@@H]4O[C@H](CO)[C@@H](O)[C@H](O)[C@H]4O[C@@H]4O[C@H](CO)[C@H](O)[C@H](O)[C@H]4O)[C@@H](O)[C@H](O[C@@H]4O[C@H](CO)[C@@H](O)[C@H](O)[C@H]4O)[C@H]3O)CC[C@]3(C)C(=CCC4[C@@]5(C)CC[C@H](O[C@@H]6OC[C@@H](O)[C@H](O)[C@H]6O)[C@@](C)(C(=O)O)C5CC[C@]43C)[C@@H]2C1 (stereo partly drawn) | nt | nt | i[11.5 µM] | 11
8 | COCc1nc(C2CCN(C(=O)c3cccnc3)C2)no1 (stereo not drawn) | -4% | i | 3% | 2

no. | SNCA expr inhib | SNCA viab count | 3T3 cytotox
1 | 17% | -11% | -11%
2 | 50%[activator] | -17% | ?
3 | 3% | 5% | nt
4 | -12% | 4% | nt
5 | -31% | -1% | nt
6 | -23% | -11% | -24%
7 | nt | -2%[12.5 µM] | nt
8 | -16% | 1% | i

Some entries already given, showing only GPT2 inh, SNCA expr inhib and SNCA viab count:
nr | Molecule | GPT2 inh | SNCA expr inhib | SNCA viab count
6 | CC(C)(C)C1CCC2(CC1)NC(=O)N(CC(=O)NCc1ccccc1)C2=O (stereo not drawn) | i | -23% | -11%
1 | CC(C)c1noc(C2CCCN(C(=O)NCCc3ccccc3)CCC(=O)NCC2)n1 (stereo not drawn) | i | 17% | -11%
7 | CC1(C)CC[C@]2(C(=O)O[C@@H]3O[C@H](CO[C@@H]4O[C@H](CO)[C@@H](O)[C@H](O)[C@H]4O[C@@H]4O[C@H](CO)[C@H](O)[C@H](O)[C@H]4O)[C@@H](O)[C@H](O[C@@H]4O[C@H](CO)[C@@H](O)[C@H](O)[C@H]4O)[C@H]3O)CC[C@]3(C)C(=CCC4[C@@]5(C)CC[C@H](O[C@@H]6OC[C@@H](O)[C@H](O)[C@H]6O)[C@@](C)(C(=O)O)C5CC[C@]43C)[C@@H]2C1 (stereo partly drawn) | i[11.5 µM] | nt | -2%[12.5 µM]

Next part:
no. | canonical_smiles | Luciferase inh | HEK293 tox | GPT2 inh | IP6K1 inhibitor
9 | COc1cccc(NC(=O)Cn2c(C)cc3nc4n(c(=O)c32)CCC4)c1 | ? | -2% | i | -22
10 | CCOc1cccc(CN2CCc3c(c(CN(C(C)=O)c4ccccc4)nn3C)C2)c1O | nt | -24% | 0% | -10
11 | O=C(CCc1nc2ccccc2s1)N1CCC(c2noc(-c3ccncc3)n2)C1 (stereo not drawn) | -7% | ? | i | 7
12 | Cc1ccc(-c2nnc3ccccc3c2C(=O)Nc2ccccc2F)cc1 | nt | nt | nt | 8
13 | CN(C)C(=O)Cc1ccccc1-n1ccnc1-c1cc2n(n1)CCCNC2 | -1% | -3% | -10% | 7
14 | CCCCCn1c(=N)n(CC(O)COc2cccc(C)c2)c2ccccc21 (stereo not drawn) | nt | nt | nt | 1
15 | O=C(c1ccc2c(c1)N(Cc1ccc(Cl)cc1)C(=O)c1ccccc1S2(=O)=O)N1CCN(Cc2ccccc2)CC1 | nt | nt | nt | 16
16 | O=C(CN1C(=O)NC2(CCOCC2)C1=O)Nc1ccccc1 | -13% | -9% | i | -1

no. | SNCA expr inhib | SNCA viab count | 3T3 cytotox
9 | 88%[activator] | -6% | -26%
10 | 1% | -9% | -40%
11 | -1% | 5% | -23%
12 | 184%[activator] | -11% | nt
13 | -6% | -7% | i
14 | ? | ? | nt
15 | -13% | 4% | nt
16 | 140%[activator] | ? | -18%

no. | canonical_smiles | Luciferase inh | HEK293 tox | GPT2 inh | IP6K1 inhibitor
17 | COc1ccc(C(C(=O)NCc2ccccc2)N(C(=O)Cn2nnc3ccccc32)c2ccc(F)cc2)cc1 (stereo not drawn) | nt | nt | nt | -5
18 | CN1c2cc(C(=O)NCc3cccc(F)c3)ccc2C(=O)N2CCCCC21 (stereo not drawn) | -7% | ? | 0% | 0
19 | Cc1noc([C@H]2CCN(Cc3cccnc3)C[C@H]2NC(=O)C2CC2)n1 | -9% | 8% | 3% | 25
20 | CC(C)Oc1ccc(CNC(=O)CN2C(=O)CCc3cc(S(=O)(=O)N4CCCCC4)ccc32)cc1 | nt | nt | nt | -16
21 | COCC1CN(C(=O)c2ccc(C)c(C)c2)CC12CCNCC2 (stereo not drawn) | 0% | -17% | i | -2
22 | O=C(NCCc1ccc(Cl)cc1)c1nc2sccn2c1-c1ccncc1 | nt | ? | -6% | -7
23 | O=C(NCc1ccc(Cl)nc1)c1c[nH]c2cccnc12 | nt | -6%[172 µM] | 4%[88.5 µM] | 23
24 | NC(=O)[C@@H]1CCCN1c1ccc(-c2nc(Cc3ccccc3)no2)cn1 | ? | ? | 4% | -2

no. | SNCA expr inhib | SNCA viab count | 3T3 cytotox
17 | -4% | 2% | nt
18 | 6% | 12%[12.5 µM] | -16%
19 | 5% | 3% | ?
20 | 3% | 0% | nt
21 | ? | -15% | 1%
22 | 7% | ? | -27%
23 | ? | ? | ?
24 | 57%[activator] | 2% | ?

Reprinted from the part before: 5 entries, then new ones.
no. | canonical_smiles | Luciferase inh | HEK293 tox | GPT2 inh | IP6K1 inhibitor
20 | CC(C)Oc1ccc(CNC(=O)CN2C(=O)CCc3cc(S(=O)(=O)N4CCCCC4)ccc32)cc1 | nt | nt | nt | -16
21 | COCC1CN(C(=O)c2ccc(C)c(C)c2)CC12CCNCC2 (stereo not drawn) | 0% | -17% | i | -2
22 | O=C(NCCc1ccc(Cl)cc1)c1nc2sccn2c1-c1ccncc1 | nt | ? | -6% | -7
23 | O=C(NCc1ccc(Cl)nc1)c1c[nH]c2cccnc12 | nt | -6%[172 µM] | 4%[88.5 µM] | 23
24 | NC(=O)[C@@H]1CCCN1c1ccc(-c2nc(Cc3ccccc3)no2)cn1 | ? | ? | 4% | -2
25 | C1=C(c2cc(-c3cccc4[nH]ccc34)cn3cncc23)CCOC1 | ? | -46%[172 µM] | 4%[88.5 µM] | -9
26 | Nc1c(-c2nc(-c3cccs3)no2)nnn1-c1cccc(F)c1 | nt | nt | nt | 12
27 | Cc1cccc(-c2noc(CNC(=O)c3ccccc3Br)n2)c1 | nt | nt | nt | -17
28 | O=C(c1cccc(C(F)(F)F)c1)N1CCC(c2n[nH]c(=O)n2-c2ccccc2)CC1 | 3% | 4% | -7% | -4
29 | CS(=O)(=O)N[C@H]1C[C@H]2C(=O)NC[C@@H](CCC(=O)N3CCCCC3)N2C1 | -2%[172 µM] | i | -18%[88.5 µM] | 12
30 | O=C(COc1ccc(F)cc1)Nc1cccc(-c2nnc3n2CCCC3)c1 | ? | ? | 0% | 27
31 | CCC(Sc1nc2ncccc2[nH]1)C(=O)Nc1ccccc1F (stereo not drawn) | nt | nt | nt | 40
32 | COc1ccc(NC(=O)[C@H]2CN(Cc3ccccc3)C[C@H]2C(=O)O)cn1 | 2% | -12% | ? | -2
33 | COc1ccc(NC(=O)Cn2c(-c3ccc(Cl)cc3)nc(C)cc2=O)cc1 | 0% | ? | -12% | 3
34 | O=C(C1CCCC1)N1CCN(CCn2nc3n(c2=O)CCCC3)CC1 | nt | -2% | nt | -7
35 | CC1=C[C@@H](CNS(C)(=O)=O)[C@H](C(C)C)C[C@H]1CC(=O)O | 7%[172 µM] | i | i | 3

no. | SNCA expr inhib | SNCA viab count | 3T3 cytotox
20 | 3% | 0% | nt
21 | ? | -15% | 1%
22 | 7% | ? | -27%
23 | ? | ? | ?
24 | 57%[activator] | 2% | ?
25 | -27%[87.6 µM] | -10%[87.6 µM] | ?
26 | -81% | -8% | nt
27 | 102%[activator] | 9% | nt
28 | -3% | -4% | -13%
29 | 21%[87.6 µM] | 3%[87.6 µM] | 1%[174 µM]
30 | -6% | -10% | -24%
31 | 0% | -28% | nt
32 | 4% | 4% | 3%
33 | -12% | -11% | ?
34 | nt | nt | -13%
35 | 3%[87.6 µM] | 2%[87.6 µM] | -2%[174 µM]

Screening results: PubChem BioAssay, National Center for Advancing Translational Sciences (NCATS)
